Giardia killer: Small Molecules that selectively kill Giardia lamblia: qHTS | Giardia lamblia trophozoite viability | activity change, % at 7.66 µM, hits read low | AID 540267, 2011 | 0.15% of 340,000 active; in the data active means activity change below about -80%; inconclusive means between about -30% and that limit;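 further: parasites exposed to compound for two days anaerobically before the ATP read; on the % scale 0 is the no-effect control and ±100 the full control effect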
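Giardia trophozoites, 100 cells per well, were exposed to compounds for 48 hrs at 37 deg C under anaerobic conditions; viability was then read as ATP content by bioluminescence after 15-30 min at room temperature.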
Menin-MLL TR inh: qHTS Assay for Inhibitors Targeting the Menin-MLL Interaction in MLL Related Leukemias: Competition With Texas Red Labeled MLL-derived Mutant Peptide; O00255; Menin + Texas Red MLL mutant peptide, fluorescence polarization; Potency, µM (series often up to 61.6 µM), for the others: at the top dose FP activity change, negative = inhibition, usual class: inhibitors; 0.23% of 270,000 active; active means well fitted inhibition curve with a large enough effect in the polarisation, with a control signal flat, not every such curve was filed as active; inconclusive means small, poorly fitted or top-dose-only effect, or effect the other way, or a change in a side signal; inactive means no such curve, though single readings can be large or run the other way; the % refers to the polarisation; further: potency means the concentration at half of the fitted maximal effect; % of control where 0% means no effect; many of its hits are not listed in these tables
a7 integrin act: qHTS for Activators of Integrin-Mediated Alleviation for Muscular Dystrophy | 0.064% of 350,000 active | alpha7betagal myoblasts, beta-gal FDG fluorescence, 48 h | Potency, µM (titrated, usually from 38.3 µM), for inactives: top-dose activation, hits mostly activators;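 further: potency means the concentration at half of the fitted maximal effect; 100% = response of the positive control SU9516; nearly all actives have a fitted effect of over 60% in size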
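Alpha7betagal+/- myoblasts (passage 13) were plated 16-24 hr, then exposed to compounds (1:260 dilution of DMSO stock) for 48 hours at 37C. After MPER lysis, β-galactosidase reporter activity was read as FDG fluorescence (ex 480/em 540) after 30 minutes.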
FBPA coupling cs: qHTS Assay for Inhibitors of Fructose-1,6-bisphosphate Aldolase from Giardia Lamblia: Coupling assay counterscreen. coupling enzyme system counterscreen, AmpLite Red fluorescence. activity change, negative = inhibition, % at 58.2 µM, hits read low. 0.67% of 290,000 active. AID 2472, 2010; in the data active means activity change below about -30%; further: on the % scale 0 is the no-effect control and ±100 the full control effect
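Final compound at 57.5 uM, incubated 10 min at RT with coupling enzyme reagent (glyceraldehyde-3-phosphate), then 20 min with substrate and AmpLite Red detection. Fluorescence read at 525/598 nm; tests interference with the coupling assay, not aldolase inhibition.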
B2AR arrestin: qHTS assay of beta-arrestin-biased ligands of beta2-adrenergic receptor. beta-arrestin recruitment to beta2AR, cell-based reporter. Potency, µM (series often up to 46.1 µM), for inactives: at the highest dose activation, usual class: activators. 0.02% of 330,000 active;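 further: potency means the concentration at half of the fitted maximal effect; 0% = DMSO controls and full agonism = EC100 isoproterenol or metaproterenol; nearly all actives have a fitted effect of over 65% in size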
PKM2 activator: qHTS Assay for Activators of Human Muscle isoform 2 Pyruvate Kinase; Pyruvate kinase PKM (Homo sapiens), P14618; purified PKM2, Kinase-Glo ATP luminescence, activation; response scale: 0% is enzyme alone, no compound; Potency, µM (top dose mostly 57.5 µM), for the others: top-dose activation, actives largely listed as activators; 0.34% of 260,000 active; further: potency means the concentration at half of the fitted maximal effect; on the % scale 0 is the no-effect control and ±100 the full control effect; nearly all actives have a fitted effect of over 55% in size
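Purified hPK-M2 (>95%) run at intermediate activity with 0.1 mM ADP and 0.5 mM PEP in 50 mM imidazole pH 7.2, KCl, MgCl2; 1 h room temperature. ATP formed read by Kinase-Glo luminescence; normalized to uninhibited and no-enzyme controls.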
BCR signal inh: qHTS Assay to Find Inhibitors of Chronic Active B-Cell Receptor Signaling. AID 493014, 2011. 0.05% of 340,000 active. Potency, µM (doses to about 46.1 µM), for the others: top-dose ratio change, negative = lower green/red ratio, actives largely listed as inhibitors. ABC-DLBCL IkBa-CBG/CBR reporter, luminescence ratio, 4 h; active means well fitted inhibition curve with a large enough effect in the signal ratio, with a control signal flat, not every such curve was filed as active; inconclusive means small, poorly fitted or top-dose-only effect, or effect the other way, or a change in a side signal; the % refers to the signal ratio;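 further: potency means the concentration at half of the fitted maximal effect; plate controls were basal doxycycline-induced cells for no effect and cells given 10 µM MG132 for full effect; MG132 reads +100%, hits lower the ratio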
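Concentration-response series (up to 46 uM) were applied to TMD8 dual-reporter cells for 4 h at 37C with doxycycline. Green/red ratio, after filter-overlap correction, defined %Activity; red signal alone was normalised to basal cells and zero luminescence.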
PTAP TSG101 blk: qHTS Assay for Iinhibitors of HIV-1 Budding by Blocking the Interaction of PTAP/TSG101. Tumor susceptibility gene 101 protein (Homo sapiens), Q99816. Fluorescence polarization, FITC-PTAP peptide / Tsg101 binding. Potency, µM (series often up to 115 µM), without a hit: at the highest dose activity change, negative = inhibition, usual class: inhibitors. 340,000 tested, under 10 active. AID 493005, 2010; active means well fitted inhibition curve with a large enough effect in the main read-out, with a control signal flat, not every such curve was filed as active; inconclusive means small, poorly fitted or top-dose-only effect, or effect the other way, or a change in a side signal; inactive means no such curve, though single readings can be large or run the other way; further: potency means the concentration at half of the fitted maximal effect; % of control where 0% means no effect
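Compounds were pin-transferred onto Tsg101 binding domain (10 uM final) in HEPES pH 7.5 buffer, then FITC-PTAP peptide was added at 50 nM final. After 20 min at RT, polarization reported peptide displacement across a qHTS concentration series.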
ASM inhibitor: Inhibitors of Secretory Acid Sphingomyelinase (S-ASM): qHTS | 0.006% of 340,000 active | Sphingomyelin phosphodiesterase (Homo sapiens), P17405 | Potency, µM (titrated, usually from 57.5 µM), inactives show at the top dose activity change, negative = inhibition, most hits filed as inhibitors | placental ASM, HMU-PC fluorogenic substrate, 60 min; further: potency means the concentration at half of the fitted maximal effect
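Fluorogenic HMU-PC substrate (9 uM final) is turned over by placental ASM in 60 min at 37 C after a 10 min compound preincubation. Reaction ended by alkaline stop (pH 10), with fluorescence read at 386/447 nm.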
Tb PFK inh: qHTS Assay to Find Inhibitors of T. brucei phosphofructokinase. ATP-dependent 6-phosphofructokinase (Trypanosoma brucei brucei), O15648. T. brucei PFK, ADP-Glo luminescence. Potency, µM (doses to about 57.5 µM), for the others: top-dose activity, negative = inhibition, hits mostly inhibitors. 0.17% of 330,000 active;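 further: potency means the concentration at half of the fitted maximal effect; 0% = uninhibited 1x PFK enzyme wells and -100% = no-enzyme wells; nearly all actives have a fitted effect of over 60% in size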
Target sequence (O15648 whole entry, looked up): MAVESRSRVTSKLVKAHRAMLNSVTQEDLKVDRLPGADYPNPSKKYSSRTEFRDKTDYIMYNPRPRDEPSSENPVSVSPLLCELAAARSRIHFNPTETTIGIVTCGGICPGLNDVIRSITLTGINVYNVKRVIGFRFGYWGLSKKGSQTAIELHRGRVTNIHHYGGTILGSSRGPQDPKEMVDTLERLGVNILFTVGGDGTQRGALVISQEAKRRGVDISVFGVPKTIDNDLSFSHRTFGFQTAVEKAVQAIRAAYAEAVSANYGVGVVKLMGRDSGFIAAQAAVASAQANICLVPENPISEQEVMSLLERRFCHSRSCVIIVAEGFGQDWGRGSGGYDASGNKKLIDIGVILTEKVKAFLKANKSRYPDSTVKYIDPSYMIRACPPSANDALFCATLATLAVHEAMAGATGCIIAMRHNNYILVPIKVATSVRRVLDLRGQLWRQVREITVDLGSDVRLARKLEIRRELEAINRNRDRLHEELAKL
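Luminescent ADP detection (ADP-Glo, two-step: ATP depletion then ADP-to-ATP conversion for luciferase) reported PFK activity after 45 min room-temperature reaction of 1.25 nM enzyme with 0.5 mM F6P and 0.1 mM ATP at pH 8.0.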
GALK inh: qHTS Assay for Inhibitors of Human Galactokinase (GALK); P51570; Purified GALK, Kinase-Glo residual ATP luminescence; Potency, µM (doses to about 57.5 µM), without a hit: top-dose activity change, negative = inhibition, usual class: inhibitors; 0.007% of 270,000 active; AID 1868, 2009; further: potency means the concentration at half of the fitted maximal effect; on the % scale 0 is the no-effect control and ±100 the full control effect
Target sequence (P51570 whole entry, looked up): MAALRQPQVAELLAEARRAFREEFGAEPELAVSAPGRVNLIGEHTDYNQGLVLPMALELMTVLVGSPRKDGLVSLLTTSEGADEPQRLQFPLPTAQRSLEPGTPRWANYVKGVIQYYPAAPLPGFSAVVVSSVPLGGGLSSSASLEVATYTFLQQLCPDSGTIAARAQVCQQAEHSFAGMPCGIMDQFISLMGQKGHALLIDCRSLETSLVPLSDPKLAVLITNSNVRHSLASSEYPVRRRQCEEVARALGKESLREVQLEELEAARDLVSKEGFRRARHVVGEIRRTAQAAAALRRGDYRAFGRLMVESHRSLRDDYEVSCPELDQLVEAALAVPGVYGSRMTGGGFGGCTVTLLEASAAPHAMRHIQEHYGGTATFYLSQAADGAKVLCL
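5 nM enzyme, 35 uM ATP, 100 uM galactose, 20 mM HEPES pH8.0, 5 mM MgCl2; 1 h RT; residual ATP by Kinase-Glo Plus luminescence, qHTS format.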
* marks the source's active call; other numbers are inactive results; u = inconclusive; x = no result given; & = joins results of further samples; [ ] = another dose, or the depositor's remark. Unless noted, the call rests on the fitted dose curve; in most records, active means well fitted curve in the direction sought with a large enough effect; inconclusive means small, poorly fitted or top-dose-only effect, or another doubt; inactive means no such curve, though single readings can be large; an effect the other way counts as inactive or inconclusive. These rows are one share of the data (hit frequency here may not be typical).

mol	Giardia killer	Menin-MLL TR inh	a7 integrin act	FBPA coupling cs	B2AR arrestin	PKM2 activator	BCR signal inh	PTAP TSG101 blk	ASM inhibitor	Tb PFK inh	GALK inh
CCN(CC)CCN(C(=O)c1ccc(S(=O)(=O)N(CC)c2ccccc2)cc1)c1nc2c(OC)ccc(OC)c2s1	5	-23%	-3%	-4	-0.1%	-5%	1%	-3%	-25%	-9%	3%
Cc1ccc(OCC(=O)NNC(=O)C2CCN(c3nccc(C)n3)CC2)cc1	8	-3%	10%	1	-0.7%	0%	0%	-1%	5%	0%	1%
CCOC(=O)[C@H]1[C@H]2COc3cc(OC)ccc3[C@@H]2N2C(=O)c3cc(OC)c(OC)cc3NC(=O)[C@@]12C	3	x	-20%	x	0.3%	x	-13%	-5%	3%	-24%	x
CCOC(=O)C(NC(C)=O)C(=O)Nc1ccc(C)cc1C (stereo unspecified)	7	-10%	1%	-3	-0.6%	-6%	0%	-2%	5%	-1%	0%
COc1ccc(N2CCN(C3CCN(S(=O)(=O)c4ccc(F)cc4)CC3)CC2)cc1	3	16%	-10%	0	-0.1%	0%	-8%	2%	5%	0%	x
Cc1cc(CSc2ccccc2)ccc1NC(=O)COc1ccccc1	-17	-2%	-14%	-1	-0.7%	2%	u	-6%	-9%	u	-2%
COc1ccc2c(c1)C(C)=CC(C)(C)N2C(=O)CN1C(=O)CCC1=O	2	0%	-15%	1	-0.7%	1%	-22%	-4%	-3%	-1%	-1%
CC1CC(C)CN(C(=O)Cn2c(SCC(=O)N3CCc4ccccc4C3)nc3ccccc32)C1 (stereo unspecified)	-4	-25%	6%	0	-0.2%	1%	-1%	-6%	2%	-6%	-2%
COc1ccc(OCC(=O)OCC(=O)Nc2ccc(S(=O)(=O)N3CCCCC3)cc2)cc1	4	u	-3%	1	-0.2%	1%	-1%	0%	-12%	-7%	-5%
CN1CCC[C@@H]1CCO[C@](C)(c1ccccc1)c1ccc(Cl)cc1	2	-2%&-11%[24.8 µM]	x	2&4	x	x	x	2%	-15%	x	x
COc1ccc(-c2nnc(Nc3ccc(S(=O)(=O)Nc4nccs4)cc3)c3ccccc23)cc1	9	22%	1%	2	0.0%	-5%	u	-1%	6%	u	-2%
CCCCNC(=O)C1C2C=CC3(CN(Cc4ccc(C)cc4)C(=O)C13)O2 (stereo unspecified)	-6	-1%	25%	1	-0.8%	1%	-1%	-1%	-2%	-6%	-2%
Cc1ccc(C2=NN(S(=O)(=O)c3ccccc3)C(c3ccccc3O)C2)cc1 (stereo unspecified)	-5	u	-73%[inhibitor]	2	0.4%	2%	u	2%	-18%	0%	5%
c1ccc(-c2noc(CSc3nnc(Cc4cccs4)n3-c3ccccc3)n2)cc1	-7	u	-5%	3	-0.7%	-3%	u	1%	-12%	0%	0%
C/C(CC(=O)Nc1ccc(Cl)cc1C(F)(F)F)=N\NC(=O)c1ccccn1	-8	3%	-11%	0	0.2%	x	u	2%	0%	2%	-2%
CC(=O)Nc1ccc(NC(=O)Cn2c(=O)n(-c3ccccc3)c(=O)c3oc4ccccc4c32)cc1	-11	6%	0%	5	0.1%	-1%	-13%	-4%	0%	0%	5%
Cc1cc(NC(=O)c2cc3ccccc3oc2=O)no1	1	4%	5%	7	-0.3%	-1%	7%	-5%	2%	0%	4%
COC(=O)[C@H](Cc1ccccc1)NC(=O)O[C@@H]1C(=O)c2cc(OC)ccc2O[C@H]1c1ccc(OC)c(Br)c1	x	-4%&3%	x	-2&-2	-1.7%	-2%	u	x	x	1%	x
CCC(C)N1CCCCC1C(=O)Nc1c(C)cc(C)cc1C (stereo unspecified)	2	-24%	4%	0	-0.7%	-7%	-6%	-7%	3%	1%	1%
CC(=O)/C(N=Nc1nc2c([nH]1)c(=O)n(C)c(=O)n2C)=C(\C)O	-1	x	-5%	0	0.4%	0%	3%	-1%	-21%	0%	0%
COc1ccc(Cl)cc1C(=O)O/N=C(\N)c1ccccn1	29	-13%	-4%	1	-0.8%	-23%	-12%	-4%	4%	1%	1%
CCC(C)(C)NC(=O)CN(CCc1cccc(C)c1)C(=O)c1csnn1	9	-2%	-6%	3	-0.1%	-5%	-1%	0%	1%	-2%	0%
C/C(=N\Nc1ccc([N+](=O)[O-])cc1)c1ccc(-n2nncc2C)cc1	-2	u	-10%	0	-1.6%	2%	u	u	51%[activator]	5%	x
COc1ccc(C2SCCN2C(=S)Nc2ccc(Cl)cc2)cc1 (stereo unspecified)	8	u	-16%	-1	0.2%	-14%	2%	-5%	-2%	4%	0%
CCCCNC(=O)CCn1nc(-c2ccccc2)ccc1=O	5	-2%	9%	1	-0.6%	-3%	3%	-1%	2%	2%	1%
Cc1csc(NC(=O)c2cccc(S(=O)(=O)N3CCN(C)CC3)c2)n1	-10	4%	3%	3	0.2%	1%	14%	-2%	0%	1%	5%
CCN(CC)CCNC(=O)c1cc(-c2ccc(Br)s2)nc2ccccc12	3	-4%	-8%	5	-1.5%	x	8%	-9%	50%[activator]	-4%	0%
CC(C)CCNC(=O)CN(Cc1ccccc1Cl)C(=O)CCC(=O)Nc1ccccn1	7	-15%	7%	-1	-0.7%	0%	-3%	0%	-1%	6%	7%
Cc1ccccc1N1CCN(C2CCCN(C(=O)c3cc(CC(C)C)nn3C)C2)CC1 (stereo unspecified)	-14	x	16%	x	-0.2%	x	-1%	-1%	2%	-1%	-1%
CCCCC(CC)C(=O)NCCc1ccc(S(N)(=O)=O)cc1 (stereo unspecified)	1	1%	21%	-2	0.2%	-5%	-1%	-10%	6%	0%	2%
CCc1cc2cc(C)cc(C)c2[nH]c1=S	-4	-3%	3%	-1	0.2%	-10%	-25%	0%	3%	3%	-3%
COc1ccc(-c2cc(C(=O)Nc3cccc(S(=O)(=O)NCc4ccco4)c3)c3ccccc3n2)cc1OC	1	-26%	-21%	2	0.0%	-2%	0%	0%	52%[activator]	-1%	0%
CC(CNC(=O)c1ccc(C(C)(C)C)cc1)CN(C)C (stereo unspecified)	-2	-18%	-11%	5	0.3%	-15%	2%	-5%	4%	0%	x
Cc1ccc(-c2csc(NC(=O)c3cccc([N+](=O)[O-])c3C(=O)O)n2)cc1	15	u	31%	6	1.2%	3%	3%	-4%	0%	-5%	-1%
CC(C)Cc1ccc(S(=O)(=O)NCC2CCCO2)cc1 (stereo unspecified)	17	-2%	39%	-2	-0.3%	-1%[11.5 µM]	0%	-4%	0%	2%	-1%
O=[N+]([O-])c1ccc(F)cc1F	-22	x	x	x	0.2%	x	-6%	1%	0%	12%	x
CCOc1ccc(NC(=O)C(CC(=O)O)Cc2ccc(Br)cc2)cc1 (stereo unspecified)	6	2%	1%	-3	-0.1%	5%	0%	-7%	2%	0%	-3%
CN(C(=O)Cn1nnc(-c2cccc(C(F)(F)F)c2)n1)C1CCCCC1	1	u	10%	-3	-0.2%	10%	3%	2%	-2%	6%	0%
O=S(=O)(c1ccc(Cl)c(NC(=S)Nc2cccc(O)c2)c1)N1CCOCC1	3	11%	7%	-2	-0.7%	-4%	-1%	0%	2%	-2%	0%
CCOC(=O)c1ccc(COC(=O)c2cc(=O)[nH]c3ccccc23)o1	11	-26%	19%	-1	-0.7%	1%	u	-5%	5%	0%	0%
Cc1ccc2oc(C(=O)N3CCC(N4CCSCC4)CC3)c(C)c2c1	-3	x	29%	x	0.5%	x	-5%	-5%	-1%	1%	6%
O=S(=O)(NCCSc1ccccc1)c1ccc2c(c1)OCCO2	-7	x	4%	4	-0.1%	1%	-11%	-6%	-3%	1%	0%
O=C(CN1CCN(S(=O)(=O)c2ccc(Cl)cc2)CC1)NCc1cccs1	-17	x	-8%	x	-0.2%	x	-1%	-2%	0%	0%	x
